GLP1R inv ag: acts as inverse agonist at human GLP-1 receptor; HEK293 GLP-1R CRE-luciferase, luminescence, 24 h; GLP-1R form is constitutively active; hit rate 1.6% among 410,000; Potency, µM (doses to about 38.3 µM), for the others: top-dose activity change, negative = inhibition, most hits filed as inhibitors; P43220; also: potency is read from the fitted curve at half-maximal effect; % is scaled to controls: 0 for no effect and ±100 for the full control effect; nearly all actives have a fitted effect of over 55% in size
Target sequence (P43220 whole entry, looked up): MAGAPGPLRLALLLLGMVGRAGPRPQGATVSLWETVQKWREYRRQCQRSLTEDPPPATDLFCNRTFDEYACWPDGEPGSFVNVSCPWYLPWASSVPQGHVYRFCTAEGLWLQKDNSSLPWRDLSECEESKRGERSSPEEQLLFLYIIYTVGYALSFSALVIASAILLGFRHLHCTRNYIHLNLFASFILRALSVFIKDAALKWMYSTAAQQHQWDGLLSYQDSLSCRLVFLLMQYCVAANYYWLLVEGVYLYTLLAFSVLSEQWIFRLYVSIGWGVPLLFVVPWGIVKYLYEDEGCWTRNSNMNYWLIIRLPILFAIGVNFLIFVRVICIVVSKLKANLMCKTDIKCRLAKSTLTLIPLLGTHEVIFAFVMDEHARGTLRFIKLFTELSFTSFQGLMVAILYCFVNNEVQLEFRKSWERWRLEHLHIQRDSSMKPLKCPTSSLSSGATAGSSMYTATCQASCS
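HEK293 cells stably co-expressing a cAMP-responsive luciferase reporter and constitutively active GLP-1R were seeded, incubated 12 h, then exposed to compounds for 24 h at 37 C. Luminescence was read 12 min after detection reagent; inverse agonists lower signal.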
HEK293 tox: cytotoxicity in counter-screen for GLP-1R inverse agonists; Potency, µM (top dose mostly 38.3 µM), for the others: at the highest dose activity change, negative = inhibition, usual class: inhibitors; hit rate 0.13% among 410,000; HEK293 cAMP-luciferase reporter cells, luminescence, 24 h;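 also: loss of luciferase light is scored as toxicity; potency is read from the fitted curve at half-maximal effect; % is scaled to controls: 0 for no effect and ±100 for the full control effect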
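To flag toxic compounds, the library was rerun on cells for 24 hr at 37 deg C and 5% CO2. Viability-linked luminescence was captured 12 min after adding luciferase detection reagent.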
DRD3 agonist: D3 dopamine receptor (human) agonism. D3R DiscoveRx beta-arrestin cells, luminescence, 90 min. P35462. AID 652048. max activation, %. hit rate 0.58% among 410,000; in the data active = max activation above about 30%; also: 0% is about no effect; mostly tested at two doses, the higher about 12 µM
Target sequence (P35462 whole entry, looked up): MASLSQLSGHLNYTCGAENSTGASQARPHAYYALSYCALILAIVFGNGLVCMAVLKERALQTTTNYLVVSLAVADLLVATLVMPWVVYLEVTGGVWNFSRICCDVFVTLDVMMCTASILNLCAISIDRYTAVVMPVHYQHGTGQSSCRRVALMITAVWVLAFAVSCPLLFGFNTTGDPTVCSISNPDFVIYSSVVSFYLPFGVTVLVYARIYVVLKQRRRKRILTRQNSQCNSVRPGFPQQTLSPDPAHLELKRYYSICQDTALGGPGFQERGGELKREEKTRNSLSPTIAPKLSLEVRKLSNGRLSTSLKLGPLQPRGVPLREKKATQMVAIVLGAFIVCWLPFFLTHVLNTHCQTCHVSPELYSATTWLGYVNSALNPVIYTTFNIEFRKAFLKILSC
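Agonist-mode cell screen: cells plated at 1500/well and incubated overnight at 37 °C, then exposed to library compounds for 90 min at 37 °C. Detection reagent was added for 30–60 min at room temperature, and luminescence was read.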
* marks the source's active call; other numbers are inactive results; ? = inconclusive; [ ] = another dose, or the depositor's remark. Unless noted, calls follow the shape of the dose curve; as a rule, active = well fitted curve in the direction sought with a large enough effect; inconclusive = small, poorly fitted or top-dose-only effect, or another doubt; inactive = no such curve, though single readings can be large; an effect the other way counts as inactive or inconclusive. Not all compounds are listed. The share of hits here may be higher or lower than overall.

no.	Structure	GLP1R inv ag	HEK293 tox	DRD3 agonist
1	O=C1c2oc3ccc(F)cc3c(=O)c2C(c2cccc([N+](=O)[O-])c2)N1CCCN1CCOCC1 (configuration not stated)	-10%	-9%	6
2	Cc1ccc(-n2ncc(C(=O)NCCCN3CCCCC3)c2C2CCN(C(=O)OC(C)(C)C)CC2)c(C)c1	?	3%	4
3	CCc1ccc(CN(C(=O)c2cc(=O)c3ccc(C)cc3o2)C2CCS(=O)(=O)C2)cc1 (configuration not stated)	8%	-14%	0
4	Cc1ccccc1Nc1c(-c2ccc(Cl)cc2)nc2c(C)cccn12	-4%	-7%	9
5	COc1ccc(N(C(=O)/C=C\C(=O)Nc2ccc(Cl)cc2)C(C(=O)NCc2ccco2)c2ccc(C)cc2)cc1 (configuration not stated)	?	-5%	1
6	COc1cccc(NC(=O)C(CCSC)NC(=O)C2CCC(C)CC2)c1 (configuration not stated)	-24%	-1%	-2
7	Cc1ccc(Cl)cc1N1CCN(C(=O)Cn2cnc3nc4c(cc3c2=O)CCCC4)CC1	?	0%	21
8	Cc1ccc(CNC(=O)c2nc(-c3ccc(Cl)cc3)n3c2CCCCC3)cc1	?	-8%	-13
9	Cc1ccc2c(=O)cc(C(=O)Nc3sc4c(c3C(=O)NCC3CCCO3)CCCC4)oc2c1 (configuration not stated)	1%	12%	-13
10	O=C(CCCc1ccccc1)NC1CC(=O)N(c2cccc(F)c2)C1 (configuration not stated)	-8%	0%	4
11	COc1ccc(Cn2ccc3nc(C)c(C(=O)N4CCN(c5ccccc5OC)CC4)cc3c2=O)cc1	-5%	-1%	18
12	CCN(CC)S(=O)(=O)c1ccc2c(c1)N(CC(=O)NCC(C)c1ccccc1)C(=O)CO2 (configuration not stated)	-24%	-6%	-19
13	COc1cc(NC(=O)CN(C)S(=O)(=O)c2ccc3[nH]c4c(c3c2)CCCC4)cc(OC)c1OC	?	-11%	7
14	COc1cn(CC(=O)Nc2cccc(C)c2)c(CN2CCCCC2)cc1=O	10%	-5%	7
15	Cc1ccc(/C=C(\C#N)C(=O)Nc2cc(C)ccc2C)cc1	-54%	-6%	-10
16	Cc1c(F)cccc1NC(=O)C1CCCN1S(=O)(=O)c1ccc(F)cc1 (configuration not stated)	-21%	-9%	19
17	CCOC(=O)Cc1ccc(NC(=O)Nc2cccc(OCc3cc(=O)n4cc(C)ccc4n3)c2)cc1	2%	-10%	5
18	CC(=O)N1CCc2cc(S(=O)(=O)NC(Cc3ccccc3)C(=O)Nc3ccc(Cl)cc3)ccc21 (configuration not stated)	3%	0%	-6
19	O=C(c1ccc2c(c1)N(Cc1cccc(Cl)c1)C(=O)c1ccccc1S2(=O)=O)N1CCc2ccccc21	-1%	10%	-12
20	CCc1ccc(S(=O)(=O)c2cn(C)c3cc(N4CCCCC4C)c(F)cc3c2=O)cc1 (configuration not stated)	?	3%	4

Results in sequence from the entries so far:
Entries 5 to 9 in HEK293 tox read -5%, -1%, 0%, -8%, 12%
Entries 5 to 9 in GLP1R inv ag read ?, -24%, ?, ?, 1%

(cont.)
no.	Structure	GLP1R inv ag	HEK293 tox	DRD3 agonist
21	COc1ccc(-c2[nH]c3ccccc3c2SCCNC(=O)c2cc(OC)c(OC)c(OC)c2)cc1	?	-13%	11
22	CN(C(=O)CSc1nc2ncccc2o1)c1ccc(F)cc1	-11%	-3%	-4
23	COc1cccc(C(c2sc3nc(-c4ccco4)nn3c2O)N2CCN(c3ccccc3F)CC2)c1 (configuration not stated)	-23%	-4%	-10
24	CN(C(=O)CSc1nncn2c1cc1occc12)c1ccccc1	-12%	-2%	-16
25	Cc1ccc2nc(NC(=O)c3nc(SCc4ccccc4F)ncc3Cl)sc2c1	17%	0%	6
26	Cc1ccc2c(c1)N(C(=O)Nc1cccc(C)c1C)CCO2	-29%	6%	-7
27	CC(C)(C)c1ccc(-c2nc(S(=O)(=O)c3ccccc3)c(N3CCOCC3)o2)cc1	0%	0%	-10
28	COc1ccccc1NC(=O)CC1Sc2ccc(C(F)(F)F)cc2NC1=O (configuration not stated)	1%	0%	6
29	COc1cccc(C(=O)N2CC(=O)Nc3ccc(C)cc3C2c2ccc(F)cc2)c1OC (configuration not stated)	-3%	-7%	-11
30	COc1cc(NC(=O)C(CC(C)C)N2Cc3ccccc3C2=O)cc(OC)c1 (configuration not stated)	-18%	-18%	-15
31	O=c1cc(-c2ccccc2)c2ccc3c(c2o1)CN(Cc1cccc(Cl)c1)CO3	?	161%[activator]	-19
32	O=c1c2cc3c(cc2n(Cc2cccc(F)c2)c(=O)n1Cc1nc(-c2ccccc2)no1)OCO3	13%	3%	8
33	CC(C)CC(C(=O)NCCc1ccccc1)N1Cc2ccccc2C1=O (configuration not stated)	?	2%	-10
34	COc1cc(Cl)c(C)cc1NC(=O)c1c(C)oc2nc(C)nc(N3CCCC3)c12	6%	-5%	-3
35	COc1ccc(CNC(=O)c2cc(-c3cccs3)nc3ccccc23)c(OC)c1	0%	-6%	4
36	O=C(C1CCCCC1)N(Cc1cccnc1)c1nc2c(F)cc(F)cc2s1	?	3%	2
37	COc1ccc(C2=NN(CC(=O)NCCc3ccccc3)C(=O)CC2)cc1	11%	3%	-23
38	COc1cccc(CNC(=O)CCn2c(=O)c3cccn3c3ccc(F)cc32)c1OC	1%	-1%	-7
39	Cc1c(C(=O)Nc2ccc(F)cc2)sc2nc[nH]c(=O)c12	1%	7%	-15
40	COc1ccccc1N1CCN(c2csc3ccc(Cl)cc3c2=O)CC1	-1%	21%	-22

Some of the entries above in a different format.
(35) COc1ccc(CNC(=O)c2cc(-c3cccs3)nc3ccccc23)c(OC)c1
(36) O=C(C1CCCCC1)N(Cc1cccnc1)c1nc2c(F)cc(F)cc2s1
(37) COc1ccc(C2=NN(CC(=O)NCCc3ccccc3)C(=O)CC2)cc1
(38) COc1cccc(CNC(=O)CCn2c(=O)c3cccn3c3ccc(F)cc32)c1OC
(39) Cc1c(C(=O)Nc2ccc(F)cc2)sc2nc[nH]c(=O)c12

assay / compound	35	36	37	38	39
GLP1R inv ag	0%	?	11%	1%	1%
HEK293 tox	-6%	3%	3%	-1%	7%
DRD3 agonist	4	2	-23	-7	-15

More records
no.	Structure	GLP1R inv ag	HEK293 tox	DRD3 agonist
41	CCc1ccc(S(=O)(=O)c2nnn3c2nc(NCCc2ccccc2)c2sccc23)cc1	?	-11%	-10
42	Cc1cc(O)c(C(c2cccc(Cl)c2)N2CCN(c3ccccc3)CC2)c(=O)n1Cc1ccco1 (configuration not stated)	?	-3%	-13
43	CC(=O)N1CCc2c(sc3c2c(=O)n(-c2cc(Cl)ccc2C)c(=O)n3Cc2ccccc2F)C1	?	-30%	-18
44	COC(=O)c1c(SC)nc2ccccc2c1OCc1ccccc1C	?	0%	32*
45	CCn1cc2nc(SCc3cccc(C(F)(F)F)c3)n(CCc3ccccc3)c(=O)c2n1	?	3%	0
46	COc1ccc(-c2cn3c(n2)sc2cc(C(=O)NCC(C)c4ccccc4)ccc23)cc1 (configuration not stated)	9%	-1%	9
47	CCOc1ccc(-c2cn3c(n2)sc2cc(C(=O)NCCC4=CCCCC4)ccc23)cc1	1%	1%	5
48	O=c1cc(CN2CCN(S(=O)(=O)c3ccccc3)CC2)nc2sc(-c3ccccc3Cl)nn12	11%	1%	5
49	CCOc1cccc(C(=O)Nc2cc(C)c(O)c(-c3nc4ncccc4o3)c2)c1	3%	0%	7
50	Cc1ccc(C)c(N2CCN(C(=O)CCn3c(=O)c4cccn4c4cccnc43)CC2)c1	21%	8%	4
51	O=C(COc1ccccc1F)Nc1ccc(-c2nc3ccccc3s2)cc1	0%	6%	-3
52	Cc1ccc(Cn2c(SCc3ccc(C(=O)O)cc3)nc3cccnc32)cc1	-11%	4%	2
53	CCOc1cc2c(cc1OCC)C(CC(=O)O)N(C(=O)Nc1ccc(Br)c(C)c1)CC2 (configuration not stated)	6%	5%	-5
54	CC(CCc1ccccc1)NC(=O)Cn1c(=O)nc(-c2ccccc2)c2ccccc21 (configuration not stated)	7%	0%	3
55	CCc1cccc(CC)c1NC(=O)Cn1nnc2sc3c(c2c1=O)CCCC3	3%	-1%	-21
56	Cc1ccc(N2CCN(c3nc4ccccc4n4nnnc34)CC2)c(C)c1	8%	-7%	2
57	CCOC(=O)c1ccc(Nc2c(-c3ccc(N(C)C)cc3)nc3nc[nH]n23)cc1	15%	0%	2
58	COCCNC(=O)C1CCN(Cc2cc3ccccc3n2Cc2ccc(C)cc2)CC1	10µM*	-9%	-3
59	Cc1cc(C)c(S(=O)(=O)N2CCN(Cc3ccc4c(c3)OCO4)CC2)cc1C	?	6%	-13
60	CN(C)c1ccc(CNC(=O)c2ccc(NC(=O)N3CCCCc4ccccc43)cc2)cc1	1%	8%	-16
61	COc1ccc(-c2nc3sc(CCNS(=O)(=O)c4ccccc4)c(C)n3n2)cc1	-1%	0%	8
62	CCC(C(=O)Nc1cccc(-c2nc3cccnc3s2)c1C)c1ccccc1 (configuration not stated)	12%	-2%	-18
63	CCOc1ccc(-n2nc(CO)c(C(=O)NCC(C)O)n2)cc1 (configuration not stated)	10%	7%	5
64	Cc1cc(C)c(Cn2c3ccccc3c3cnn(CC(=O)NCC(C)c4ccccc4)c(=O)c32)c(C)c1 (configuration not stated)	-30%	-1%	7
65	Cc1ccc(CN(Cc2cccn2-c2nnc(N3CCCC3=O)s2)C(=O)Nc2ccc(F)cc2)cc1	6%	1%	-13
66	CC(C)C(=O)Nc1ccccc1C(=O)OCc1cc(=O)n2nc(C3CC3)sc2n1	12%	-3%	5
67	Cc1ccc(Cl)cc1N1CCN(C(=O)c2nn(C)c3c2CS(=O)(=O)c2ccccc2-3)CC1	?	-8%	13
68	COc1ccc(OC)c(Nc2ncnc3c2cnn3-c2cccc(Cl)c2)c1	?	-15%	-8

5 records drawn at random from those above, as already listed:
no.	Structure	GLP1R inv ag	HEK293 tox	DRD3 agonist
63	CCOc1ccc(-n2nc(CO)c(C(=O)NCC(C)O)n2)cc1 (configuration not stated)	10%	7%	5
68	COc1ccc(OC)c(Nc2ncnc3c2cnn3-c2cccc(Cl)c2)c1	?	-15%	-8
65	Cc1ccc(CN(Cc2cccn2-c2nnc(N3CCCC3=O)s2)C(=O)Nc2ccc(F)cc2)cc1	6%	1%	-13
61	COc1ccc(-c2nc3sc(CCNS(=O)(=O)c4ccccc4)c(C)n3n2)cc1	-1%	0%	8
67	Cc1ccc(Cl)cc1N1CCN(C(=O)c2nn(C)c3c2CS(=O)(=O)c2ccccc2-3)CC1	?	-8%	13

Assay outcomes: PubChem, National Center for Advancing Translational Sciences (NCATS)
